# High-throughput results: PubChem BioAssay, Broad Institute
# CFTR F508del cor: CFTR F508del correction in bronchial cells; AID 720511; CFBE cells, YFP halide quenching; stimulated with forskolin plus potentiator P3; % fluorescence drop versus neutral controls; actives 0.36% (n = 350,000); activity (quench increase), % at 7.58 µM;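 active = mean added fluorescence quench of at least 8% versus neutral control, with both replicates also reaching 8%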;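 also: cells transiently co-express mutant CFTR-F508del with the halide-sensitive YFP; corrector assay measuring rescue of mutant channel to the surface after 24 h compound exposure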
# PglD inh: inhibitors of Campylobacter jejuni PglD acetyltransferase; purified PglD enzyme, DTNB colorimetric CoA detection; inhibition, % at 12.5 µM; actives 0.098% (n = 360,000); in the data active = inhibition above about 16%, passing the limit was not always enough; also: strong numbers were not always called active
# miR-122 sensor: miR-122 inhibition in Huh7 cells; Huh7 miR-122 Renilla luciferase sensor, 48 h; neutral wells = 0, positive control = 100; activation (reporter increase), % at 12.5 µM; actives 0.3% (n = 340,000);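 active = mean replicate activation score at least 90 and every replicate individually at or above 90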;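 also: higher luciferase means less miR-122 activity so hits act as miR-122 inhibitors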
# Cneo AK release: Cryptococcus neoformans lysis via adenylate kinase release. C. neoformans lysis, adenylate kinase release luminescence, 4 h; normalised: neutral wells 0, clomiphene wells 100. lysis activity, % at 15 µM. actives 0.2% (n = 360,000);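 active = mean lysis activity across replicates of at least 80%, whatever share of replicates individually reach that level; inactive = mean lysis activity below 80%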
#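 read-out = cell lysis signal | test system = log-phase Cryptococcus neoformans yeast cells | input = cells at 5 × 10^6 per mL | medium = fresh YPD growth medium | signal = luminescent adenylate kinase detection reagent | timing = 4 h at 37 °C static, read 1 h later | dosing = single dose | controls = Clomiphene as positive lysis control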
# PGC1a acetyl inh: PGC1a acetylation modulation, inhibitor mode; U2OS PGC1a acetylation, AlphaScreen anti-acetyl-lysine; with virally co-expressed GCN5 acetyltransferase; inhibition, % at 15.6 µM; actives 0.17% (n = 350,000); AID 651687;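 active = every replicate shows inhibition of at least 40%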;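 also: 0% = neutral control wells and 100% = positive control wells; some results beyond the cut were filed as inactive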
# Statin myotox sup: protects C2C12 myotubes from simvastatin toxicity | rescue of ATP level, % at 7.49 µM | actives 0.78% (n = 330,000) | ATP luminescence, 48 h; scaled: DMSO 0, geranylgeraniol control 100;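 active = mean ATP rescue above about 67%, or every replicate alone reaching that limit, limit read from the data, passing the limit was not always enough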;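 also: myotubes were challenged with 10 µM simvastatin during compound exposure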
# INS-1E GSIS act: GLuc luminescence reporter in INS-1E cells, primary screen for activators of glucose-dependent secretion of insulin; INS-1E GLuc reporter insulin secretion, 2-3 h; activation, % at 16.6 µM; actives 0.61% (n = 370,000); AID 743287;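 active = lowest replicate activation of at least 40%, so every replicate reaches that level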;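 also: 0% = median of neutral control wells and 100% = median of IBMX positive control wells; some compounds called inactive have numbers as strong as hits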
# FN deposition inh: fibronectin deposition inhibition; actives 0.086% (n = 350,000); inhibition, % at 12.6 µM; AH1F fibroblasts, Alexa488-fibronectin deposition fluorescence, overnight;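 active = mean inhibition across replicates of 30% or more, regardless of how many single replicates reach that level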;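 also: positive control wells lacked labelled fibronectin entirely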
#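 Material: AH1F fibroblast monolayer depositing Alexa488-labelled fibronectin into matrix / Amount: 10000 AH1F cells per well / Signal: fluorescence 485/525 nm / Medium: DMEM, 2% serum / Compound: single dose, pinned / Incubation: 1 h cell adhesion before compound, then overnight fibronectin incubation / Reagent: Alexa488-FN, 24 nM final / Read-out: inhibition of fibronectin deposition signal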
# The depositor's hits bear a star; . = not tested or not shown; & = joins results of further samples; [ ] = dose if it differs, or a comment.
SMILES,CFTR F508del cor,PglD inh,miR-122 sensor,Cneo AK release,PGC1a acetyl inh,Statin myotox sup,INS-1E GSIS act,FN deposition inh
Cc1ccc(CC(=O)NC2CCN(C)CC2)cc1,4.8,-4,1,5,3,10,-5,7
CC(C)c1ccc(O)c(NC(=S)NC(=O)CCc2ccccc2)c1,-1.4,0,1,33,3,-2,-8,7
CCOC(=O)[C@H]1[C@H]2COc3ccc(Cl)cc3[C@@H]2N2C(=O)c3cc(Br)ccc3NC(=O)[C@@]12C,-0.9,3,-8,1,2,6,9,4
Cc1ccc(S(=O)(=O)N(C)C[C@H]2Oc3ccc(NS(C)(=O)=O)cc3CC(=O)N([C@@H](C)CO)C[C@@H]2C)cc1,-0.9,-2,12[16.7 µM],-3,-10,4,9,-25
O=C(NCc1cccc(F)c1)C1CCN(S(=O)(=O)Cc2ccccc2)CC1,.,-5,-5,2,-8,1,.,-5
Nc1c(C(=O)NCc2ccco2)nnn1CC(=O)Nc1ccc2c(c1)OCO2,-1.4,.,-5,.,-4,3,15,3
N#Cc1c(-c2ccccc2Cl)c2c([nH]c1=O)-c1ccccc1OC2,0.6,-4,-1,1,-2,.,3,-23
CCN(c1ccccc1)S(=O)(=O)c1cc(C(=O)OC(C)C(=O)Nc2ccc3c(c2)OCCO3)ccc1C (stereo not given),1.0,.,-3,.,.,3,-13,-9
CCOc1ccc(/C=N/OCC(=O)NCc2ccco2)cc1,-0.3,.,-1,.,5,20,-9,-1
O=C(NCCCN1CCOCC1)[C@@H]1[C@@H](CO)[C@@H]2Cn3c(cccc3=O)[C@H]1N2C(=O)NC1CCCC1,.,-4,.,1,.,-36,7,1
COc1cc(C(CCN2CCCCC2)c2c(OC)cc(OC)c3c(C)cc(=O)oc23)cc(OC)c1OC (stereo not given),2.1,4,6,-1,-13,4,-13,-17
CC(=O)C1CCC2C3CCC4CC(OC(=O)CCC(=O)O)CCC4(C)C3C(=O)CC12C (stereo not given),0.4,-8,0,0,5,-4,.,-3
COc1ccc(CN(C)CC(=O)Nc2ccc(SC(F)F)cc2)cc1OC,-0.2,-4,-2,1,.,0,-42,0
Cc1ccc(S(=O)(=O)Nc2cccc3c2O[C@H](CN(C)C(=O)Nc2ccc(C(F)(F)F)cc2)[C@@H](C)CN([C@@H](C)CO)C3=O)cc1,-2.4,-4,77[16.7 µM],0,8,-25,-8,9
CCc1cccc(C)c1NC(=O)COC(=O)C1CC(=O)N(CCc2ccc(OC)c(OC)c2)C1 (stereo not given),-0.6,-3,-4,3,.,3,25,14
COCCCn1c(SCC(=O)NC(C)(C)C)nnc1-c1cccs1,0.8,4,-5,3,4,-11,0,1
COCCN(C(=O)COC(=O)CCSc1ccc(F)cc1)c1c(N)n(Cc2ccccc2)c(=O)[nH]c1=O,-2.0,-1,.,-1,.,1,5,-9
CCOC(=O)c1oc2ccccc2c1NC(=O)c1ccc(S(=O)(=O)N2CCCC2)cc1,-0.6,1,-2,0,-15,-27,2,.
CO[C@H]1CN(C)C(=O)c2cc(NC(=O)c3cccc(F)c3)ccc2OC[C@H](C)N(CC2CC2)C[C@@H]1C,2.5,5,.,5,-3,17,-5,12
CCCN1C[C@H](C)[C@H](OC)CN(C)C(=O)c2cc(NC(=O)c3ccccc3F)ccc2OC[C@@H]1C,2.6,0,12[16.7 µM],-1,5,-1,-2,1
COc1ccc2c3c(n(C)c2c1)[C@H](CO)N(C(C)=O)CC31CCN(Cc2ccccc2OC)CC1,-0.2,.,.,.,11,.,14,-20
CCOC(=O)c1cnc(-c2ccc(C(F)(F)F)cn2)[nH]c1=O,0.5,-4,-4,0,16,.,6,-11
CN(C(=O)CN(C)S(=O)(=O)c1ccc(F)cc1)c1c(N)n(Cc2ccccc2)c(=O)[nH]c1=O,5.6,-1,.,3,.,-2,9,4
Cc1ccc2cc(CN(CC3CCCO3)C(=O)Nc3ccccc3F)c3nnnn3c2c1 (stereo not given),1.1,.,-2,.,-6,4,0,1
CC(=O)N1CCN(C(=O)c2ccc(S(=O)(=O)Nc3ccccc3F)cc2)CC1,-1.7,4,1,0,-2,-7,.,2
CCc1ccc(CNc2ccc(N3CCN(C(C)=O)CC3)cc2)cc1,.,-2,5,4,13,1,.,0
CC(Sc1ccc(S(=O)(=O)N2CCOCC2)cc1[N+](=O)[O-])C(=O)O (stereo not given),.,.,0,.,.,3,1,2
Cc1ccccc1NS(=O)(=O)c1cc(OCC(N)=O)c(C)cc1Cl,0.8,.,14,.,.,4,8,-5
COc1ccccc1CNc1nc(C)c(C(=O)N(C)C)s1,2.2,1,.,0,.,-15,14,-9
CCCn1c(=O)c2ccccc2n2c(SCc3nc4ccccc4s3)nnc12,.,1,6,-4,5,-3,.,13
CC(C)C#Cc1ccc([C@H]2[C@@H](CO)N3C(=O)CN(C(=O)c4ccc5c(c4)OCO5)C[C@@H]23)cc1,2.4,.,.,.,0,.,-20,13
O=C(N/N=C/c1sc(N2CCCCC2)nc1-c1cccs1)c1cccnc1,-3.3,-2,-1,-1,.,-6,0,9
C[C@H]1CN([C@@H](C)CO)C(=O)c2cc(-c3cccc(F)c3)cnc2O[C@H]1CN(C)Cc1cncnc1,2.3,-1,-2[16.7 µM],-3,-5,.,22,-8
O=C(C[C@H]1C=C[C@@H](NS(=O)(=O)c2ccc(F)cc2)[C@H](CO)O1)NC1CCCCC1,0.7,-2,.,40,-3,8,21,.
Cc1cc(C)c(C)c(S(=O)(=O)NCC(=O)Nc2ccccc2F)c1C,-6.4,-8,57,1,7,1,-12,0
NC(=O)[C@H]1[C@@H]2C(=O)O[C@@H](c3ccccc3)[C@@H](c3ccccc3)N2[C@@H](c2ccccc2OCCO)[C@]12C(=O)Nc1ccccc12,-1.4,0,.,-12,-39,.,.,.
CCc1cccc(CC)c1-n1c(SCC(=O)N2CCc3ccccc32)nc(O)cc1=O,0.6,-2,4,1,7,6,-4,8
Cc1noc(C)c1NC(=O)Nc1ccc2c(c1)C(=O)N([C@H](C)CO)C[C@H](C)[C@H](CN(C)Cc1ccccc1)O2,-1.4,-2,0[16.7 µM],-3,.,7,-2,.
CC(=O)NC(c1cccc(F)c1)c1nc(-c2ccccc2C)cs1 (stereo not given),1.1,-9,-3,0,2,-21,-17,5
CC(C)NC(=O)N(C)C[C@H]1OCc2cnnn2CCCC(=O)N([C@H](C)CO)C[C@@H]1C,-3.0&1.7&-1.4,-3&1&-1,-2,-3&0&3,-3&2,2&2&-13,-5&21,4&-12
CCN1CCN(C(=O)C2CCN(S(=O)(=O)c3ccc(Br)cc3)CC2)CC1,-0.6,-1,-2,1,-3,-10,7,-4
COc1cccc(-n2c(N)cc(=O)nc2SCC(=O)Nc2cc(C)on2)c1,0.1,-2,-9,1,.,-8,1,2
O=C1CCC(=O)N1OCCOc1ccc(Cl)c2ccccc12,-0.4,1,1,-1,15,-2,-4,.
O=C(O)c1ccc(Cl)c(S(=O)(=O)N(Cc2ccccc2)c2ccccc2)c1,-1.0,-2,2,-1,-1,4,-5,2
CC(NC(=O)NC1CCCCC1)C(c1cccs1)N1CCN(c2ccccc2)CC1 (stereo not given),-1.5,2,0,3,11,15,.,7
CC(C)NC(=O)N(C)C[C@@H]1Oc2cc(C3=CCCCC3)ccc2S(=O)(=O)N([C@@H](C)CO)C[C@H]1C,-1.0,1,13[16.7 µM],-8,-12,.,0,2
Cc1ccc(C(=O)NNC(=O)c2ccc(S(=O)(=O)N(C)c3ccccc3)cc2)cc1,1.2,-7,1,-2,5,12,4,9
CCN(C(=O)CN1CCOCC1)C1(C)C(=O)c2ccccc2C1=O,1.7,.,.,.,15,.,5,-1
COc1cc2c(cc1OC)C(C1C(=O)CCCC1=O)N(C(=O)CCl)CC2 (stereo not given),-0.7,-6,2,2,-4,3,9,.
Cc1cccc(Nc2nc(N)nc(CN3CCN(c4ccccc4)CC3)n2)c1,.,-6,-3,-1,7,-31,.,.
COC(=O)c1ccc(COC(=O)c2cccnc2Cl)cc1,0.5,4,-1,2,.,-28,4,2
COc1ccc(-c2nc(CS(=O)CC(=O)N3CCCC3)c(C)o2)cc1 (stereo not given),-1.5,-1,-4,-3,-6,-3,-18,-27
COc1ccccc1C(=O)Nc1ccccc1N1CCCCC1,2.0,-3,0,-4,-8,-9,-5,-9
Cc1ccccc1OCCC(=O)OCC(=O)Nc1ccc2[nH]c(=O)[nH]c2c1,0.2,2,-7,0,10,-7,8,-1
COCC(=O)Nc1ccc2c(c1)C(=O)N(C)[C@@H]1CC[C@@H](CC(=O)Nc3ccccc3)O[C@@H]1CO2,2.9,0,4[16.7 µM],-3,2,14,0,-12
COc1ccc(NC(=O)CSc2sc3c(O)cc(=O)[nH]c3c2C#N)c(OC)c1,-0.8,-4,-3,0,8,7,6,7
Cc1ccc(N(CCC#N)C(=O)COC(=O)c2ccccn2)cc1,1.9,1,0,-8,2,1,6,9
O=C(Nc1ccc(F)cc1)N1C[C@H]2[C@@H](c3ccccc31)[C@H](CO)N2C(=O)c1ccncc1,-4.1,-4,-50[16.7 µM],-1,7,-3,13,-11
O=C(CCNS(=O)(=O)c1ccc(F)c(Cl)c1)NCc1ccccc1F,-1.5,0,.,1,.,13,-12,-18
COc1ccc(OC)c(NC(=O)c2cnn(-c3ccccc3Cl)c2NC(=O)c2ccco2)c1,.,2,11,-1,-4,5,0,4

# More results:
SMILES,CFTR F508del cor,PglD inh,miR-122 sensor,Cneo AK release,PGC1a acetyl inh,Statin myotox sup,INS-1E GSIS act,FN deposition inh
CC(C#N)OC(=O)c1cccnc1SCC(=O)Nc1ccc2c(c1)OCO2 (stereo not given),-0.4,-1,1,-1,6,-4,28,11
O=C(CP(=O)(O)CC(=O)c1ccccc1)c1ccccc1,2.4,.,-3,.,21,.,9,0
COc1cc(OC)cc(-c2c(C#Cc3ccsc3)c3cc(-c4cc(F)cc(F)c4)ccc3n2C)c1,-2.5,-3,22,-1,7,-28,2,12
OC[C@H]1[C@H](c2ccc(-c3ccccc3)cc2)[C@H]2CN(Cc3ccccn3)CCCCN21,1.2,9,15[16.7 µM],53,-6,.,11,.
CN(C)S(=O)(=O)c1cccc(C(=O)NCCc2ccccc2)c1,.,-1,-2,-5,1,.,13,.
